mABHD4 FP: ABHD4 inhibitors, primary screen, biochemical, fluorescence polarization, mouse; (Lyso)-N-acylphosphatidylethanolamine lipase (Mus musculus), Q8VD66; purified mABHD4, FP-Rh probe fluorescence polarization; inhibition, % at 8.92 µM; actives 0.54% (n = 370,000); AID 720543, 2013;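 active means inhibition exceeding the mean over every tested compound plus 3 SD, cut at about 30% in these data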;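 further: 0% = plate median of compound wells and 100% = S159A mutant with DMSO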
Target sequence (Q8VD66 whole entry, looked up): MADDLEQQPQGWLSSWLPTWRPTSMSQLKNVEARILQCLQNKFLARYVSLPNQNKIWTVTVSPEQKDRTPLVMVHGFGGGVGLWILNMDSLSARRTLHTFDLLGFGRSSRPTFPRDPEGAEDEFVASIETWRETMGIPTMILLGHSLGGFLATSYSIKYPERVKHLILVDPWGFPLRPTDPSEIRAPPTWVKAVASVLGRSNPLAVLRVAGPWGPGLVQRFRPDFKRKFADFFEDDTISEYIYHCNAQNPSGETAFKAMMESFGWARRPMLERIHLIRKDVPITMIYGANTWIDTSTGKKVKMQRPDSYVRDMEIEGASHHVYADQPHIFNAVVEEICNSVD
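system = mouse ABHD4 enzyme, wild type | medium = HEPES pH 7.0, NaCl, Pluronic buffer | also added = FP-Rh probe | incubation = Enzyme–compound pre-incubation 45 min, then probe 60 min, both 25 °C | technique = fluorescence polarization, excitation 525 nm, emission 598 nm, BODIPY TMR filters | controls = S159A mutant high control, sample median low control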
ASAP1 GAP inh: inhibitors of human ASAP1 ArfGAP activity, primary screen, biochemical, fluorescence polarization. Arf-GAP with SH3 domain, ANK repeat and PH domain-containing protein 1 (Homo sapiens), …. ASAP1-stimulated ARF1 GTP hydrolysis, GDP FP detection. inhibition, % at 16.5 µM. actives 0.19% (n = 360,000); in the data active means inhibition above about 25%;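 further: 0% = vehicle with enzyme and substrate and 100% = no enzyme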
rCAG RNA binder: binders of r(CAG) RNA repeats, primary screen, biochemical, fluorescence. r(CAG) RNA repeat, TO-PRO-1 dye displacement fluorescence. actives 1.3% (n = 370,000). inhibition, % at 3 µM;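 active means inhibition above the plate cutoff, the mean of all test compounds on that plate plus 3 SD, cut at about 35% in these data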;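 further: 0% = DMSO alone and 100% = 100 µM mitoxantrone as full dye displacement; higher means more dye released from RNA so lower well fluorescence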
SMARCA2 activ: SMARCA2 (BRM) function activators, primary screen, cell-based, luminescence, high throughput; MG213 cells, MMTV-luciferase reporter, dexamethasone, overnight; activation, % at 9.1 µM; actives 1% (n = 370,000); in the data active means activation above about 7.8%;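 further: 0% = vehicle wells and 100% = reference activator wells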
GC-A act: GC-A stimulated cGMP production enhancers – HEK293 GC-A cells, cGMP TR-FRET, EC30 ANP, primary screen; Atrial natriuretic peptide receptor 1 (Homo sapiens), P16066; 0% at EC30 ANP, 100% saturating ANP; activation, % at 10 µM; actives 0.14% (n = 370,000); AID 1671463, 2021; in the data active means activation above about 40%
PG9 binder: binders of HIV-1 gp120 antibody PG9, primary screen, biochemical, TR-FRET. actives 0.43% (n = 360,000). HIV-1 gp120 / PG9 antibody interaction. TR-FRET gp120-PG9 antibody binding. AID 624416, 2012. inhibition, % at 6.7 µM; in the data active means inhibition above about 8.5%
HTRA1 inhibitor: HTRA1 serine protease inhibitors, primary screen, biochemical, fluorescence polarization, HTS; inhibition, % at 5.96 µM; actives 0.5% (n = 340,000); recombinant HTRA1, FP-rhodamine activity-based probe; AID 504803, 2011; Q92743; in the data active means inhibition above about 36%;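 further: 0% = enzyme with DMSO and 100% = wells lacking enzyme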
Target sequence (Q92743 whole entry, looked up): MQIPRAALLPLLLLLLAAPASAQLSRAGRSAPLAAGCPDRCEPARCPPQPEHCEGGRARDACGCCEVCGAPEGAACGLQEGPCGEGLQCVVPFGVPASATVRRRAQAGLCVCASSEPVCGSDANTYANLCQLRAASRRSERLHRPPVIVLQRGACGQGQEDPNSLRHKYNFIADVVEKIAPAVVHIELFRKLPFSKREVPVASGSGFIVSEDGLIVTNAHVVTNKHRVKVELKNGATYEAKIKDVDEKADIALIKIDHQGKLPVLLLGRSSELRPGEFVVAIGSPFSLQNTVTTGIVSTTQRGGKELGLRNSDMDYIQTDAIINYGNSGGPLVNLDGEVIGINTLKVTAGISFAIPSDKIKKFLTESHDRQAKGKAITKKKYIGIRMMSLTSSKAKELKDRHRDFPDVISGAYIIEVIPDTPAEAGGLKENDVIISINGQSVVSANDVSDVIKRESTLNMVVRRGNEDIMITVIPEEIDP
Rev-erbA mod: modulators of Rev-erb alpha DNA binding, primary screen, biochemical, FITC-DNA, fluorescence polarization, uHTS; Nuclear receptor subfamily 1 group D member 1 (Homo sapiens), P20393; Rev-erbα–FITC-DNA binding, 90 min; activity, % at 10 µM; actives 0.79% (n = 370,000);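 active means activity above about 14%, limit read from the data; passing the limit was not always enough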;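 further: 0% = DMSO wells with 35 nM protein and 100% = DMSO wells with 750 nM protein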
NPR2 activator: human GC-B receptor activators, primary screen, HEK293 GC-B cells, cGMP TR-FRET, EC30 CNP | Atrial natriuretic peptide receptor 2 (Homo sapiens), P20594 | 0% at EC30 CNP, 100% saturating CNP | activation, % at 10 µM | actives 0.11% (n = 370,000);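 active means activation at 10 µM reaching about 35% in either raw or pattern-adjusted values, limit read from the data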
ARFGAP1 inhibitor: inhibitors of rat ARFGAP1 GAP activity, primary screen, biochemical, fluorescence polarization, GDP tracer | AID 651572, 2012 | Arfgap1-stimulated ARF1 GTP hydrolysis, GDP FP detection | inhibition, % at 16.5 µM | actives 0.26% (n = 360,000) | ADP-ribosylation factor GTPase-activating protein 1 (Rattus norvegicus), Q62848;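 active means inhibition above a per-plate limit, mean inhibition of low control wells plus 3 SD, cut at about 25% in these data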;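 further: 0% = DMSO wells with enzyme and 100% = wells lacking Arfgap1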
Target sequence (Q62848 1-136 limits assumed): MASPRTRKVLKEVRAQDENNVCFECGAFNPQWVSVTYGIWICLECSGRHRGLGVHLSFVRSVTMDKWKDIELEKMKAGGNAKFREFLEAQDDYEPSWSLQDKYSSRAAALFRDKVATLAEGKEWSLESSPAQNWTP
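Material – truncated rat Arfgap1 GAP domain · Buffer or medium – HEPES-based buffer, pH 7.5 · Reagent – human ARF1(Δ1-17)-GTP substrate · Dosing – 16.5 µM single point, 1.26% DMSO · Schedule – GTP hydrolysis reaction 2 h at 25 °C · Technique – GDP detection by fluorescence polarization · Benchmarks – No-Arfgap1 wells (100%) versus DMSO full-reaction wells (0%) · Repeats – single replicate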
* marks the source's active call; other numbers are inactive results; . = no result given.

SMILES | mABHD4 FP | ASAP1 GAP inh | rCAG RNA binder | SMARCA2 activ | GC-A act | PG9 binder | HTRA1 inhibitor | Rev-erbA mod | NPR2 activator | ARFGAP1 inhibitor
OC(c1ccc2ccccc2c1)c1ncc(-c2cccc3ccccc23)[nH]1 (centres undefined) | -11 | -3 | 6 | -2 | -5 | 1.0 | . | 11 | -7 | 9
Cc1ccc(Oc2ccc(-c3nc(N)nc(N)n3)cc2)cc1C | -33 | 7 | 2 | 3 | 0 | -1.1 | -54 | 3 | -1 | 12
O=P(O)(Cc1ccccc1)Cc1ccccc1 | -6 | 15 | -1 | -2 | 0 | -0.3 | 3 | -2 | 3 | 0
COc1ccc(-c2cc3nc(NCc4ccc(N(C)C)cc4)n(C)c(=O)c3s2)cc1OC | 4 | -10 | 13 | -4 | 3 | -4.0 | . | -6 | 0 | 3
COc1ccc(-c2noc(N3CCC(C(=O)NC(C)c4ccccc4)CC3)n2)cc1 (centres undefined) | -9 | -7 | 1 | -3 | -3 | -1.5 | -4 | 3 | -5 | -9
CCN(CC(=O)NCc1cccs1)C(=O)CN(C)S(=O)(=O)c1ccc(C)cc1 | 0 | 2 | -3 | 5 | 1 | -2.0 | 1 | 7 | -5 | 4
CC(C)n1c(C(O)c2ccccc2)nc2ccccc21 (centres undefined) | 2 | -13 | -6 | -2 | 3 | 1.7 | 4 | 4 | 0 | 7
CC(C)CCC(C(=O)O)C(C)CC(=O)NC1CCCCC1 (centres undefined) | 7 | -8 | -1 | 1 | -2 | 0.3 | -1 | 2 | 0 | 6
Cc1nc2cc(NC(=O)N3CCC(c4ccccc4)C3)ccc2n1C (centres undefined) | 2 | 4 | -4 | 3 | 1 | 3.3 | 2 | -3 | 11 | 10
O=C(Nc1ccc(Cc2ccncc2)cc1)c1ccc(Br)o1 | 4 | 1 | -3 | 1 | 1 | -0.4 | -9 | -6 | -7 | -6
COc1ccc([C@@H]2[C@@H]3C(=O)N(C(C)(C)C)C(=O)[C@@H]3[C@]3(Cc4ccc(Cl)cc4)C(=O)N(c4cccc(F)c4)C(=O)N23)cc1 | 5 | 9 | 4 | 0 | -2 | -1.6 | -4 | 2 | -7 | 7
COc1ccc(NC(=O)COc2ccc3c(c2)CCC3)cc1 | -3 | -1 | -5 | 1 | 0 | 2.4 | -16 | -3 | -3 | -8
O=S(=O)(NN=Cc1cccc(Cl)c1)c1ccccc1 | 6 | -13 | 3 | 2 | 2 | -0.7 | . | 1 | 5 | -22
O=c1[nH]c(C2CCN(S(=O)(=O)c3cccc([N+](=O)[O-])c3)CC2)nc2c1nnn2Cc1ccccc1 | 8 | -1 | 8 | -2 | 1 | -1.4 | 1 | 3 | -4 | -8
S=c1nc(C2CCCCC2)n(-c2ccccc2)[nH]1 | 1 | 10 | 6 | 3 | 3 | 0.3 | -1 | -1 | -5 | -4
CCOc1ccc(CC(=NCCc2ccccc2)C2=C(O)CC(C)(C)CC2=O)cc1OCC | -6 | 0 | -6 | -1 | -1 | -0.2 | -8 | 4 | -5 | 4
CC(=O)C1=CCC(c2cccc3ccccc23)N(S(=O)(=O)c2ccc(C)cc2)C1 (centres undefined) | -15 | -1 | 3 | -3 | -6 | -2.1 | . | -4 | -1 | 0
c1ccc2c(c1)nc(NCC1CCCO1)c1nnnn12 (centres undefined) | 2 | -4 | 1 | 1 | -3 | -1.4 | 8 | -2 | 0 | 9
O=S(=O)(Nc1ccc(Cl)cc1)c1ccc(N2CCOCC2)c(NC(=S)NCCN2CCOCC2)c1 | 0 | -13 | 9 | 0 | 0 | 0.0 | -3 | -5 | 3 | 6
Nc1ccc([N+](=O)[O-])cc1C(=O)NNC(=O)c1ccco1 | -3 | -2 | 3 | -3 | -2 | 0.5 | -5 | -5 | 1 | 3
CCN(CC(=O)Nc1ccc(NC(C)=O)cc1)C(=O)CCCOc1cccc(C)c1 | 3 | -1 | -4 | -3 | 2 | 1.2 | -10 | -2 | 4 | 3
CC(=O)c1ccc(N2CCN(Cc3nc(Cc4ccccc4)no3)CC2)cc1 | -4 | 1 | -7 | -2 | 1 | 0.8 | 3 | -5 | -12 | -3
COCCCNC(=O)C1CCN(c2ccc(N3CCOCC3)nn2)CC1 | 2 | -8 | -1 | -2 | 0 | 0.7 | 3 | 4 | -2 | 7
CCOC(=O)CC(NS(=O)(=O)c1ccc(NC(C)=O)cc1)c1ccc(OCC)cc1 (centres undefined) | 9 | -9 | -2 | -4 | -5 | 1.5 | -1 | 2 | -5 | 12
COC(=O)[C@]12C[C@H](CC(=O)NCCc3ccccc3OC)C(=O)N(Cc3cccc4ccccc34)C1=C[C@H](COCc1ccccc1)O[C@@H]2C | -13 | . | 11 | -6 | 3 | . | . | -1 | 0 | .
Cc1cccc(NC(=O)[C@H](C)NC(=O)[C@@H]2Cc3ccccc3CN2C(=O)OC(C)(C)C)c1 | 15 | -3 | -8 | 4 | -2 | -0.8 | -6 | 1 | 11 | 1
CCOC(=O)[C@]12CCCC=C1N(Cc1ccc3c(c1)OCO3)C(=O)[C@H](CC(=O)NCC13CC4CC(CC(C4)C1)C3)C2 | 6 | -3 | 6 | -5 | 2 | -0.6 | . | -3 | 2 | -4
CCCCn1c(N)c(N(CC)C(=O)c2cccs2)c(=O)[nH]c1=O | 8 | -1 | 2 | -4 | -2 | 0.1 | 5 | 1 | 2 | -5
Cc1cc(O)c(C(C[N+](=O)[O-])c2ccc(Cl)cc2)c(=O)o1 (centres undefined) | -6 | 5 | 9 | -1 | 2 | -0.2 | -1 | 1 | -3 | 21
CCOC(=O)C1=C(C)N(CCCCCC(=O)O)C(=O)NC1c1ccc([N+](=O)[O-])cc1 (centres undefined) | 5 | -2 | 5 | 3 | 1 | -0.6 | -2 | -1 | -2 | -3
O=C(C1CCN(S(=O)(=O)c2ccc(Cl)cc2)CC1)N1CCN(c2ccccn2)CC1 | 0 | 12 | 2 | -3 | -4 | 1.2 | 8 | -3 | 1 | -1
CCC(C(=O)N1CCN(c2ccccn2)CC1)n1nc(C)n2c(cc3occc32)c1=O (centres undefined) | -5 | -10 | -3 | 2 | -3 | 0.2 | 2 | 6 | -9 | -10
CCC1CCCCN1C(=O)c1cc(-c2ccc(Cl)c(Cl)c2)on1 (centres undefined) | 0 | 1 | 2 | -1 | -2 | -3.1 | -31 | 0 | -3 | 0
O=C(c1ccc(CNS(=O)(=O)c2cccc(Cl)c2)cc1)N1CCCCC1 | 3 | -3 | -3 | -2 | 0 | -0.2 | 2 | -7 | 0 | -12
COc1cc(SC)ccc1C(=O)Nc1ccc2c(c1)CCN2S(C)(=O)=O | 0 | 12 | 3 | 0 | -2 | -0.9 | 4 | 11 | 4 | 3
COc1ccc(CN2[C@@H](CC(=O)O)c3cc(C(F)(F)F)ccc3S2(=O)=O)cc1 | 10 | 2 | 2 | 0 | 0 | -1.7 | -2 | -6 | -2 | -8
CC1CCCCN1Cc1c(O)ccc2c(=O)c(-c3ccccc3)coc12 (centres undefined) | -12 | -13 | 7 | 1 | -2 | -0.4 | 3 | 0 | 1 | -6
C[C@@H]1Cn2cnc(C(=O)NCc3ccc(CNC(=O)OC(C)(C)C)cc3)c2C(=O)N1 | 2 | -2 | 0 | -4 | 6 | 1.0 | 6 | 2 | -1 | 10
CC(=O)c1ccc(OCC(=O)NC(=O)NC2CCCC2)cc1 | 3 | -4 | 2 | -6 | 0 | -0.9 | 3 | 5 | 10 | 7
Cn1c(=O)c2cc(NC(=S)NCc3ccccc3F)ccc2n1C | 3 | 3 | 3 | 4 | 6 | -0.4 | . | -1 | 6 | 7
COc1ccc(/C=N/NC(=O)CNc2ccc(Br)cc2)c(C(=O)O)c1OC | 0 | 4 | 13 | -2 | 2 | -2.1 | 2 | 0 | 3 | 1

Six entries from above, sorted by formula weight, smallest number first.
SMILES | mABHD4 FP | ASAP1 GAP inh | rCAG RNA binder | SMARCA2 activ | GC-A act | PG9 binder | HTRA1 inhibitor | Rev-erbA mod | NPR2 activator | ARFGAP1 inhibitor
Cn1c(=O)c2cc(NC(=S)NCc3ccccc3F)ccc2n1C | 3 | 3 | 3 | 4 | 6 | -0.4 | . | -1 | 6 | 7
CC1CCCCN1Cc1c(O)ccc2c(=O)c(-c3ccccc3)coc12 (centres undefined) | -12 | -13 | 7 | 1 | -2 | -0.4 | 3 | 0 | 1 | -6
CCC1CCCCN1C(=O)c1cc(-c2ccc(Cl)c(Cl)c2)on1 (centres undefined) | 0 | 1 | 2 | -1 | -2 | -3.1 | -31 | 0 | -3 | 0
C[C@@H]1Cn2cnc(C(=O)NCc3ccc(CNC(=O)OC(C)(C)C)cc3)c2C(=O)N1 | 2 | -2 | 0 | -4 | 6 | 1.0 | 6 | 2 | -1 | 10
CCC(C(=O)N1CCN(c2ccccn2)CC1)n1nc(C)n2c(cc3occc32)c1=O (centres undefined) | -5 | -10 | -3 | 2 | -3 | 0.2 | 2 | 6 | -9 | -10
COc1ccc(/C=N/NC(=O)CNc2ccc(Br)cc2)c(C(=O)O)c1OC | 0 | 4 | 13 | -2 | 2 | -2.1 | 2 | 0 | 3 | 1

Bioassay records: PubChem, several laboratories
